# hcDAF12 agonist – activators of H. contortus DAF-12 nuclear receptor. HEK293 hcDAF-12 lit1-tk-luc reporter, luminescence; 0% DMSO, 100% Δ7-dafachronic acid. activation, % at 6.8 µM. 370,000 tested, 1.4% active. AID 652067;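 active means activation above the mean of all tested compounds plus 3 SD, cut at about 5.5% in these data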;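 further: 100% = response to 3 µM Δ7-dafachronic acid high control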
# SMARCA2 act – SMARCA2 function activation, primary screen | MG213 cells, MMTV-luciferase reporter, dexamethasone, overnight | activation, % at 9.1 µM | 370,000 tested, 1% active; in the data active means activation above about 7.8%;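 further: 0% = vehicle wells and 100% = reference activator wells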
# hgDAF-12 ag – agonists of H. glycines DAF-12 nuclear receptor; AID 687014; 370,000 tested, 1.8% active; activation, % at 6.8 µM; HEK293 GAL4-hgDAF12 UAS-luciferase reporter, agonist luminescence; normalized to butyrate control;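 active means activation above a cutoff set at the mean of all screened compounds plus 3 SD, cut at about 10% in these data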;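 further: 0% = DMSO wells and 100% = sodium butyrate wells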
# DAX1 inh-1 – inhibitors of DAX1 repression of SF-1 activated StAR promoter; HEK293T StAR-luciferase reporter, SF-1/DAX-1 repression relief; inhibition, % at 6.8 µM; 370,000 tested, 1.1% active; AID 652010;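 active means inhibition above the mean over all tested compounds plus 3 SD, cut at about 3.6% in these data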;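 further: 0% = DAX-1 cells with DMSO and 100% = cells lacking DAX-1 with DMSO; higher inhibition means more luminescence from relief of DAX-1 repression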
# GC-A act – GC-A (human) enzyme activation; activation, % at 10 µM; HEK293 GC-A cells, cGMP TR-FRET, EC30 ANP; 0% at EC30 ANP, 100% saturating ANP; P16066; 370,000 tested, 0.14% active; in the data active means activation above about 40%
# Target sequence (P16066 whole entry, looked up): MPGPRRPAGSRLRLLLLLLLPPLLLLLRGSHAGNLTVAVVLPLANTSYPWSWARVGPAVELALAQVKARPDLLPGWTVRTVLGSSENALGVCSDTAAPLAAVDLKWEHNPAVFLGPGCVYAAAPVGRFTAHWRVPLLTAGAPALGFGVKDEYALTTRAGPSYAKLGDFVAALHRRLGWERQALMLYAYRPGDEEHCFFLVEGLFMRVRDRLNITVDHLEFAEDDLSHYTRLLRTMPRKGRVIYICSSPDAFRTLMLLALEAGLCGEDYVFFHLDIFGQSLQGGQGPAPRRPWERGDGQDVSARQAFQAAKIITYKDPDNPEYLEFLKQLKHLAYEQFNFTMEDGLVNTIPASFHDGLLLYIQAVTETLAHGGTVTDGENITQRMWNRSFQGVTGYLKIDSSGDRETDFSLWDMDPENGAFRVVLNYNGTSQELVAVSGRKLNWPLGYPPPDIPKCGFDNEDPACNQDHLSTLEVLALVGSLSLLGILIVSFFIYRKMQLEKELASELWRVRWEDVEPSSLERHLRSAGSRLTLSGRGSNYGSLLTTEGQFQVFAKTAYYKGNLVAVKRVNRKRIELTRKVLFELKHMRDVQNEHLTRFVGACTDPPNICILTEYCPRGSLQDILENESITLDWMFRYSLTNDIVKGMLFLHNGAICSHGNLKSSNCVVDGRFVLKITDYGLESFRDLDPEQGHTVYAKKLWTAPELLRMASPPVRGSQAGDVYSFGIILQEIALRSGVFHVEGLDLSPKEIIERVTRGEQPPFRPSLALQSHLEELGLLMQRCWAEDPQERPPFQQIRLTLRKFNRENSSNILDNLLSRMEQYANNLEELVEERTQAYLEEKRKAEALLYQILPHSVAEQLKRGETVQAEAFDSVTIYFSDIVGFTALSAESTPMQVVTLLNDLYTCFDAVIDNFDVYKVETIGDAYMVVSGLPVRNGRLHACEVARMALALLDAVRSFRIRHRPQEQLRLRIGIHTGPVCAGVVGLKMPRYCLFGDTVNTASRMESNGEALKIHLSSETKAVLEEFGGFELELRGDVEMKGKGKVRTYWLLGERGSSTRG
# GAA850 FXN act – increases GAA850 frataxin promoter reporter activity | HEK293 lucGAA850 FXN promoter luciferase reporter, 24 h; percent of 10 µM SAHA response | activation, % at 6 µM | 360,000 tested, 0.56% active | AID 540364;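 active means activation above the average of all compounds screened plus 3 SD, cutoff fixed separately per campaign, cut at about 7.5% in these data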;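 further: 0% = DMSO wells and 100% = 10 µM SAHA wells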
# ssDAF-12 act – activators of S. stercoralis DAF-12 nuclear receptor. 370,000 tested, 1% active. activation, % at 6.8 µM. HEK293 ssDAF-12/GRIP1 lit1-tk-luc reporter, luminescence; % of 3 µM dafachronic acid response;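 active means activation above the mean over all tested compounds plus 3 SD, cut at about 0.9% in these data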;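 further: 0% = DMSO-only wells and 100% = 3 µM delta7-dafachronic acid wells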
# DAX1 inh-2 – NR0B1 (DAX1) inhibition. 340,000 tested, 0.99% active. P51843. HEK293 Gal4-DAX1 luciferase reporter, luminescence. AID 504766. inhibition, % at 6.75 µM;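 active means inhibition above the mean over all tested compounds plus 3 SD, cut at about 4.2% in these data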;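 further: 0% = DAX1-transfected cells with DMSO and 100% = empty-vector control cells with DMSO; inhibition shows as a rise in luminescence from relieved DAX1 repression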
# ADAM10 inh – inhibits human ADAM10; O14672; inhibition, % at 7 µM; recombinant ADAM10, EDANS/DABCYL FRET peptide cleavage, 3 h; 370,000 tested, 0.62% active;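 active means inhibition above a per-campaign cutoff equal to the mean of compounds falling between control-based bounds plus 3 SD, cut at about 20% in these data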;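 further: 0% = DMSO wells while the 100% control is not disclosed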
# ADAM17 inh – inhibits human ADAM17. P78536. recombinant ADAM17, EDANS/DABCYL FRET peptide cleavage. inhibition, % at 6.95 µM. 370,000 tested, 0.83% active. AID 720648;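 active means inhibition above the mean of compounds lying between control limits plus 3 SD, set per campaign, cut at about 8.5% in these data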;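 further: 0% = DMSO-only wells as the low control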
# PG9 Ab binder – small molecules binding HIV-1 gp120 antibody PG9 | 360,000 tested, 0.43% active | TR-FRET gp120-PG9 antibody binding | inhibition, % at 6.7 µM; in the data active means inhibition above about 8.5%
# Active calls of the source: *; x = not tested or not shown.
SMILES,hcDAF12 agonist,SMARCA2 act,hgDAF-12 ag,DAX1 inh-1,GC-A act,GAA850 FXN act,ssDAF-12 act,DAX1 inh-2,ADAM10 inh,ADAM17 inh,PG9 Ab binder
CCCCNC(=O)CS(=O)Cc1nc(-c2cccc(C)c2)oc1C (stereo not given),0.0,-2,-3.7,1.3,1,2.3,-0.8,0.1,-12,-3,-0.9
O=C(NC1CC1)c1ccc2c3c(cccc13)CC2,-2.1,-2,3.7,0.1,9,3.7,-1.3,0.7,-13,-1,0.9
CCCC(C)NC(=O)CSc1nc(-c2ccccc2)cn1N (stereo not given),-1.1,-4,-2.0,-1.1,-1,-0.2,-1.0,-0.8,3,2,-0.1
COc1cc(C=C2CN(C)C(=O)C2=O)ccc1O,1.3,2,-1.9,0.7,-15,0.0,-1.4,0.1,7,1,-20
CCN(C(=O)C1CCCN1S(=O)(=O)c1cccnc1)c1ccccc1 (stereo not given),1.3,-4,-1.7,1.2,3,x,-1.1,x,9,2,x
COc1ccc(-c2noc(CN(Cc3nccn3C)C(C)C)n2)cc1,-2.1,-1,2.5,0.1,3,1.1,-1.0,1.9,0,-6,-0.2
Cc1cc(Br)cn2c(Cc3ccsc3)c(C(C)(C)C)nc12,0.9,4,1.1,0.3,5,x,-0.3,x,-185,-47,0.8
Cc1cccc(N2CCN(C(=O)c3ccc(S(=O)(=O)N(C)c4ccccc4)cc3)CC2)c1C,-2.9,-5,1.1,-4.8,-4,-5.2,-2.0,-3.6,14,3,1.8
COc1ccc(C(OC(=O)c2ccco2)C(=O)NC(C)(C)C)cc1OC (stereo not given),2.1,-1,1.6,0.1,4,3.6,-0.9,0.9,5,-2,-1.8
Cn1ncc(Br)c1C(=O)NC1C2CC3CC(C2)CC1C3 (stereo not given),-2.1,-2,0.7,0.4,1,2.6,-1.5,-0.8,1,1,-1.0

# Quoted at random: 4 compounds from above
SMILES,hcDAF12 agonist,SMARCA2 act,hgDAF-12 ag,DAX1 inh-1,GC-A act,GAA850 FXN act,ssDAF-12 act,DAX1 inh-2,ADAM10 inh,ADAM17 inh,PG9 Ab binder
CCN(C(=O)C1CCCN1S(=O)(=O)c1cccnc1)c1ccccc1 (stereo not given),1.3,-4,-1.7,1.2,3,x,-1.1,x,9,2,x
COc1ccc(C(OC(=O)c2ccco2)C(=O)NC(C)(C)C)cc1OC (stereo not given),2.1,-1,1.6,0.1,4,3.6,-0.9,0.9,5,-2,-1.8
CCCC(C)NC(=O)CSc1nc(-c2ccccc2)cn1N (stereo not given),-1.1,-4,-2.0,-1.1,-1,-0.2,-1.0,-0.8,3,2,-0.1
CCCCNC(=O)CS(=O)Cc1nc(-c2cccc(C)c2)oc1C (stereo not given),0.0,-2,-3.7,1.3,1,2.3,-0.8,0.1,-12,-3,-0.9

# Other results follow.
SMILES,hcDAF12 agonist,SMARCA2 act,hgDAF-12 ag,DAX1 inh-1,GC-A act,GAA850 FXN act,ssDAF-12 act,DAX1 inh-2,ADAM10 inh,ADAM17 inh,PG9 Ab binder
COc1cc(C)c(CN2CCN(c3ncccn3)CC2)cc1C,-1.4,3,-2.6,0.3,0,2.2,-1.4,x,6,2,-2.5
N#CCCN(C(=O)COC(=O)c1ccc2c(c1)NC(=O)CS2)c1ccc2c(c1)OCCO2,0.0,-6,2.0,-0.6,0,2.0,-1.2,0.1,-10,-3,1.8
Cc1ccc2[nH]c(-c3ccccc3)c(CN3CCN(C)CC3)c(=O)c2c1,-0.3,2,-0.1,0.0,-2,6.1,-1.8,0.3,3,-2,0.3
Nc1nonc1-n1nnc(C(=O)N/N=C/c2cccc(Cl)c2)c1CN1CCCC1,2.0,-2,0.4,0.6,6,0.2,-1.5,1.1,-10,-3,-0.3
COc1ccc(C2SCC(=O)N2c2c(C)n(C)n(-c3ccccc3)c2=O)c(OC)c1 (stereo not given),-0.8,0,-0.2,0.1,-3,2.2,-1.3,-0.3,2,-2,-0.6
C=CCn1c(SCCC#N)nnc1-c1ccncc1,-0.8,1,-0.9,-0.4,0,-0.2,-1.3,0.1,3,3,0.1
c1ccc(N2CCN(c3cnccn3)CC2)nc1,-2.4,0,-0.2,0.5,-2,0.2,-1.4,1.2,1,-1,-1.2
CC(=O)Nc1ccc(S(=O)(=O)N2CCN(c3nc(C)cc(C)n3)CC2)cc1,1.8,-1,-0.6,0.2,-8,1.9,-1.3,2.9,6,-2,-0.2
Cc1cc(Cl)ccc1NC(=O)CSc1n[nH]c(N)n1,-0.3,3,3.0,0.0,-1,0.3,-1.3,0.1,-4,0,-0.2
COc1ccc(CC2(CO)COc3ccccc3C2=O)cc1 (stereo not given),-2.5,-2,-1.1,0.3,4,-2.7,-1.2,2.6,6,3,-1.6
CN1C(=O)[C@H]2[C@@H](c3ccc(C(F)(F)F)cc3)N[C@]3(CCCN(Cc4ccc(F)cc4)C3=O)[C@H]2C1=O,-0.5,-3,-0.8,-0.2,3,-1.7,-0.7,0.2,-2,-1,-0.1
CCN1CCN(CCCNC(=O)CCC(=O)N2CCOc3ccc(Cl)cc32)CC1,-0.2,2,0.9,-0.7,2,-2.1,-1.4,-0.1,-16,-2,-1.0
CCN(c1ccccc1)S(=O)(=O)c1ccc(Oc2ccc([N+](=O)[O-])cc2)nc1,-1.9,-4,-1.6,-4.7,0,1.8,-1.0,-2.0,0,0,-1.8
Nc1cc(=O)[nH]c(SCC(=O)NCC2CCCO2)n1 (stereo not given),-1.0,-7,2.4,0.9,4,-0.3,-1.0,-0.8,7,0,0.0
Cc1ccc2sc(C)[n+](CCCS(=O)(=O)[O-])c2c1,-0.6,2,2.1,0.0,4,2.0,-0.8,-1.3,-2,-2,-0.9
Cc1c(NC(=S)NCc2ccc(F)cc2)cccc1[N+](=O)[O-],-2.4,-3,-2.5,-0.3,-3,-2.2,-1.8,0.5,-4,3,-1.8
CN1CCN(C(=O)c2cc(COc3c(F)cccc3F)on2)CC1c1ccccc1 (stereo not given),-0.5,-2,6.0,1.0,-1,3.5,-0.9,0.2,-1,-2,-1.1
S=C(NCc1ccccn1)Nc1ccc(Cl)cc1,2.3,1,3.0,0.5,3,1.2,-0.5,1.0,-4,-3,-2.1
Cc1cccc(/C(N)=N/OC(=O)c2ccco2)c1,6.6*,9.3*,18*,3.7*,1,6.0,1.4*,1.4,-3,-1,-1.4
Cc1cccc(C(=O)N2CCCC(Nc3ccc(C(C)C)cc3)C2)n1 (stereo not given),1.6,1,1.4,-0.3,6,1.8,-0.7,-0.2,-8,0,0.1
COC(=O)[C@@]1(OC(C)=O)CC(OC(C)=O)[C@H](OC(C)=O)[C@H](OC(C)=O)C1Br (stereo not given in full),-1.5,x,1.2,x,3,x,-1.3,x,-1,-2,x
C[C@@H]1CN([C@@H](C)CO)C(=O)c2cc(NS(=O)(=O)c3cccs3)ccc2O[C@H]1CN(C)Cc1ccc(C(F)(F)F)cc1,-2.3,0,1.1,0.3,-3,0.2,-1.4,0.4,9,4,0.7
Nc1c(C(=O)N2CCOCC2)sc2nc3c(cc12)CCC3,3.8,2,16*,2.4,-3,0.8,0.0,-0.4,-6,-4,1.4
Cc1noc(C)c1S(=O)(=O)N1CCC(C(=O)NCCCN2CC(C)CC(C)C2)CC1 (stereo not given),-0.5,-6,1.2,-0.1,5,0.4,-0.4,-1.2,-11,-3,-1.8
O=C(N/N=C/c1cc([N+](=O)[O-])cc([N+](=O)[O-])c1O)C(O)(c1ccccc1)c1ccccc1,-1.3,0,0.5,0.1,1,1.1,-0.7,-0.1,6,4,0.3
CC(NC(=O)CNC(=O)c1ccccc1F)c1ccc(-n2ccnc2)cc1 (stereo not given),-0.9,-3,0.2,0.3,-1,0.8,-1.8,-0.6,-12,-6,1.8
COc1ccc(-n2c(=O)[nH]c3cc(C(=O)NCCc4ccccc4)ccc3c2=O)cc1OC,-3.4,-2,-3.6,-0.7,5,-2.0,-1.6,-1.7,9,-4,-1.0
CC(C)CNC(=O)c1cccc(C(=O)NCC(C)C)c1,0.9,5,-1.1,-0.9,0,-1.9,-1.3,1.4,4,-1,-1.1
CC(C)NC(=O)c1ccccc1-c1ccccc1,-1.3,-1,1.5,0.0,2,3.2,-1.5,0.6,-8,-3,1.2
C/C(=N\Nc1ccc(C(F)(F)F)cn1)c1ccncc1,-0.3,3,4.0,4.0*,2,5.5,-1.1,-0.3,7,0,0.5
Cc1n[nH]c(C)c1CCC(=O)N/N=C/C=C/c1ccccc1,-0.1,-1,-0.1,0.2,2,1.1,-1.4,2.5,-7,-5,-1.8
CCC(C)NC(=O)COC(=O)c1cc([N+](=O)[O-])ccc1Sc1nc(C)cs1 (stereo not given),-0.2,0,-1.0,0.3,5,-3.9,-0.7,-0.5,0,-2,2.7
Cc1ccc([N+](=O)[O-])cc1NC(=O)C(C)NS(=O)(=O)c1ccc(F)cc1 (stereo not given),0.4,-3,1.1,0.2,-3,0.1,-0.7,-0.3,-4,0,-0.1
CCCCCC1NC(=O)NC1CCCCCC(=O)O (stereo not given),0.3,-2,0.9,0.2,2,-1.9,-1.7,-0.5,9,2,1.2
CCN(C(=O)COC(=O)c1ccccc1Nc1ccccc1)c1c(N)n(Cc2ccccc2)c(=O)[nH]c1=O,-1.1,-3,-3.2,-1.9,-5,-4.1,-0.9,-0.5,-14,-3,-0.9
COc1ccccc1N1CCN(C(=O)c2n[nH]c3ccccc23)CC1,0.8,0,-3.9,-0.2,0,2.1,-1.2,-0.2,11,5,-0.1
COC(=O)c1cc(NS(=O)(=O)c2ccc3c(c2)c(=O)n(C)c(=O)n3C)cc(C(=O)OC)c1,0.8,5,-0.3,-0.1,1,0.8,-1.4,0.5,-4,-3,-0.5
CCN(CC)S(=O)(=O)c1ccc(Cl)c(OC)c1,1.1,-1,0.8,-0.2,2,1.2,-1.0,0.7,-9,0,1.4
O=C(Nc1ccccc1)Nc1nc2ncccn2c1-c1ccc(C(F)(F)F)cc1,1.5,-2,5.2,-0.6,4,x,-0.6,x,-302,-89,x
CCCCCCN(C(=O)CCCCCN1C(=O)NC(c2ccc(-c3ccccc3)cc2)C(C(=O)OCc2ccccc2)=C1C)C(C(=O)NCCCC)C1CCCCC1 (stereo not given),0.6,1,0.7,-0.3,2,x,-1.0,x,-8,1,0.2
COc1ccc(CSc2nnc(C)n2N)cc1[N+](=O)[O-],0.7,-4,1.5,-0.5,-1,0.5,-1.6,-0.4,-3,2,-0.5
CCCCCCCCN1C(=O)[C@@H](CC(=O)NCc2ccc(OC)c(OC)c2)C[C@@]2(C(=O)OC)C1=C[C@H](COCc1ccccc1)O[C@@H]2C,-0.1,1,3.2,-0.2,3,x,-1.8,x,13,5,x
CC(=O)c1ccc(OCC(=O)NC2CCCCCC2)cc1,2.0,-2,1.4,2.4,3,-1.2,-1.2,0.2,6,3,-0.5
Cc1ccc2c(c1)C1CN(C)CCC1N2C(=O)COc1ccc(N(C)C(=O)C(C)(C)C)cc1 (stereo not given),1.9,2,2.2,1.0,-1,0.4,-1.6,-0.6,-5,-7,0.1
O=C(CCc1ccccc1)NC1CCSC1=O (stereo not given),-0.2,-2,-0.3,-0.3,0,0.5,-1.3,0.6,-11,-3,0.7
CC(C)CSc1nc2ccccc2c(=O)[nH]1,-0.9,-1,2.2,-0.4,1,1.6,-1.2,0.0,0,-3,1.3

# From PubChem BioAssay
